# ASAP1 inh: ASAP1 ArfGAP inhibition. Q9ULH1. ASAP1-stimulated ARF1 GTP hydrolysis, GDP FP detection. inhibition, % at 16.5 µM. hit rate 0.19% among 360,000. AID 624377; in the data active means inhibition above about 25%;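 further: 0% = vehicle with enzyme and substrate and 100% = no enzyme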
# Target sequence (Q9ULH1 325-724 limits assumed): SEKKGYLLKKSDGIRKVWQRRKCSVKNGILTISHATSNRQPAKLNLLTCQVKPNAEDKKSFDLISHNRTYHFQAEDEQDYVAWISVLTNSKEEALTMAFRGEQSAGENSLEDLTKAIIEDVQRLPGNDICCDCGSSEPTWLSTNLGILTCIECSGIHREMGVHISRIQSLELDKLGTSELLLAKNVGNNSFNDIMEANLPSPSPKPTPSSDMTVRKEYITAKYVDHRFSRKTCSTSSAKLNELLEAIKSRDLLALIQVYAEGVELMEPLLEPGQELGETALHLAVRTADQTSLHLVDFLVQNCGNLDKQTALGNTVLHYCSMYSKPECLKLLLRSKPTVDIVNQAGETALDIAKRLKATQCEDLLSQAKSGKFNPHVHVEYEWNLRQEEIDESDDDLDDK
# PG9 binder: small molecules binding HIV-1 gp120 antibody PG9; AID 624416; hit rate 0.43% among 360,000; inhibition, % at 6.7 µM; TR-FRET gp120-PG9 antibody binding; in the data active means inhibition above about 8.5%
# ARFGAP1 inhibitor: inhibitors of rat ARFGAP1. hit rate 0.26% among 360,000. inhibition, % at 16.5 µM. AID 651572. Q62848. Arfgap1-stimulated ARF1 GTP hydrolysis, GDP FP detection;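 active means inhibition above a per-plate limit, mean inhibition of low control wells plus 3 SD, cut at about 25% in these data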;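 further: 0% = DMSO wells with enzyme and 100% = wells lacking Arfgap1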
# Target sequence (Q62848 1-136 limits assumed): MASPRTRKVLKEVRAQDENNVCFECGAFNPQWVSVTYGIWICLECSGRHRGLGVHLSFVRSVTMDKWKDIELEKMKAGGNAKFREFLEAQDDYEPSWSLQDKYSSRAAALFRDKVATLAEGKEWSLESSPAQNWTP
#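 Material: rat Arfgap1 GAP domain (His6, aa 1-136), purified enzyme. Also added: human ARF1(Δ1-17)-GTP substrate. Compound dosing: 16.5 µM single point, 1.26% DMSO. Timing: enzyme reaction 120 min at 25 °C after 20 min preincubation. Signal: GDP detection by fluorescence polarization. Read-out basis: percent inhibition of GAP-stimulated GDP formation, scaled between DMSO and no-Arfgap1 medians.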
# HTRA1 inh: inhibitors of human serine peptidase HTRA1 | Q92743 | recombinant HTRA1, FP-rhodamine activity-based probe, fluorescence polarization | inhibition, % at 5.96 µM | hit rate 0.5% among 340,000 | AID 504803; in the data active means inhibition above about 36%;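 further: 0% = enzyme with DMSO and 100% = wells lacking enzyme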
# Rev-erbA mod: modulators of human Rev-erb alpha DNA binding; P20393; Rev-erbα–FITC-DNA binding, fluorescence polarization, 90 min; activity, % at 10 µM; hit rate 0.79% among 370,000; AID 1259318;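 active means activity above about 14%, limit read from the data; passing the limit was not always enough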;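 further: 0% = DMSO wells with 35 nM protein and 100% = DMSO wells with 750 nM protein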
# rCAG binder: r(CAG) repeat RNA binding. TO-PRO-1 dye displacement fluorescence. inhibition, % at 3 µM. hit rate 1.3% among 370,000. AID 651821;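 active means inhibition above the plate cutoff, the mean of all test compounds on that plate plus 3 SD, cut at about 35% in these data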;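 further: 0% = DMSO alone and 100% = 100 µM mitoxantrone as full dye displacement; higher means more dye released from RNA so lower well fluorescence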
# SMARCA2 activ: SMARCA2 function activation, primary screen. MG213 cells, MMTV-luciferase reporter, dexamethasone, overnight. activation, % at 9.1 µM. hit rate 1% among 370,000. AID 652017; in the data active means activation above about 7.8%;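 further: 0% = vehicle wells and 100% = reference activator wells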
# ABHD4 inh: inhibitors of mouse ABHD4. Q8VD66. purified mABHD4, FP-Rh probe fluorescence polarization. inhibition, % at 8.92 µM. hit rate 0.54% among 370,000. AID 720543;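 active means inhibition exceeding the mean over every tested compound plus 3 SD, cut at about 30% in these data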;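 further: 0% = plate median of compound wells and 100% = S159A mutant with DMSO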
# Target sequence (Q8VD66 whole entry, looked up): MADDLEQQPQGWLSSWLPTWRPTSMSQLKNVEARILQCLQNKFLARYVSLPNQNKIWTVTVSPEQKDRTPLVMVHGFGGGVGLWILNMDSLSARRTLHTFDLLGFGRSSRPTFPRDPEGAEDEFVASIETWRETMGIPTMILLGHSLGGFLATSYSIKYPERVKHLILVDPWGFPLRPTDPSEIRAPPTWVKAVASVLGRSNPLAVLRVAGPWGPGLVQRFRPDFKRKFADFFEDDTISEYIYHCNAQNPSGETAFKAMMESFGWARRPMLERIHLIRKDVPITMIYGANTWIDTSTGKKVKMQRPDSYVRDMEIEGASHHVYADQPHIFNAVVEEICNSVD
#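 system = mouse ABHD4 enzyme, wild type | medium = HEPES pH 7.0, NaCl, Pluronic buffer | also added = FP-Rh probe | incubation = Enzyme–compound pre-incubation 45 min, then probe 60 min, both 25 °C | technique = fluorescence polarization, excitation 525 nm, emission 598 nm, BODIPY TMR filters | controls = S159A mutant high control, sample median low control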
# NPR1 activator: GC-A (human) enzyme activation; activation, % at 10 µM; AID 1671463; P16066; HEK293 GC-A cells, cGMP TR-FRET, EC30 ANP; 0% at EC30 ANP, 100% saturating ANP; hit rate 0.14% among 370,000; in the data active means activation above about 40%
# NPR2 activator: GC-B (human) receptor activation | HEK293-GC-B cells, CNP EC30, cGMP TR-FRET; 0% at EC30 CNP, 100% saturating CNP | activation, % at 10 µM | hit rate 0.11% among 370,000 | AID 1920062;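 active means activation at 10 µM reaching about 35% in either raw or pattern-adjusted values, limit read from the data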
# * marks the source's active call; other numbers are inactive results; nt = no result given.
# Results follow in this order: ASAP1 inh	PG9 binder	ARFGAP1 inhibitor	HTRA1 inh	Rev-erbA mod	rCAG binder	SMARCA2 activ	ABHD4 inh	NPR1 activator	NPR2 activator
1. O=C(CN1C(=O)c2ccc([N+](=O)[O-])cc2C1=O)NCC1CCCO1 (configuration not stated)
→ 11	-0.4	-10	-3	1	0	-2	-6	1	-1
2. COc1ccc(C(=O)c2sc3nc(C)cc(-c4cccs4)c3c2N)cc1OC
→ 7	-0.2	4	-38	3	-4	-2	3	5	5
3. Cc1ccsc1C(=O)c1sccc1C
→ -3	0.3	-6	-2	1	0	1	3	1	5
4. O=C(/C=C/c1ccc([N+](=O)[O-])cc1)N1CCN(S(=O)(=O)c2cccs2)CC1
→ 2	-1.0	2	-1	-2	1	1	-14	-4	-3
5. O=C(CCCN1C(=O)c2ccccc2C1=O)Nc1c2c(nc3c1CCC3)CCC2
→ 0	-0.6	3	11	-6	0	-4	-2	-4	-1
6. COc1ccccc1-n1nnnc1SCC(=O)NC(=O)Cc1ccccc1
→ 2	0.7	-6	-6	-4	3	-2	-2	-3	1
7. O=C(O)/C=C\C(=O)Nc1ccccc1C#Cc1ccc(Br)cc1
→ 13	-3.8	-10	-7	1	6	2	-3	3	-3
8. CC1(C)CC(=O)c2cc(OCC(=O)N3CCCCCC3)ccc2O1
→ -1	-1.7	0	4	1	-2	2	-3	5	5
9. COc1ccc(S(=O)(=O)CCC(=O)N2c3ccccc3CC2C)cc1 (configuration not stated)
→ -3	0.8	-9	-5	8	-1	0	-6	5	4
10. CCn1c2ccccc2c2cc(NC(=O)CCCN3C(=O)CCC3=O)ccc21
→ 8	-1.8	6	1	-2	4	1	-3	-5	-13
11. COc1ccccc1N=c1scc(-c2ccc3c(c2)NC(=O)CO3)n1CC1CCCO1 (configuration not stated)
→ -3	-0.1	1	5	-5	1	-1	-1	6	1
12. CN1CCN(c2ccc(NC(=O)C(C)(c3ccccc3)c3ccccc3)cc2)CC1
→ 9	1.4	20	3	0	-9	-3	5	4	-2
13. CCCCNC(=O)c1cc2ccccc2s1
→ -9	-1.5	-4	-2	4	-1	3	-1	1	0
14. Cc1cc(C)cc(NC(=O)CSc2nnnn2-c2cccnc2)c1
→ -8	-2.0	6	-4	-9	-1	-2	-8	0	-2
15. COc1ccc(C(=O)COC(=O)CCNS(=O)(=O)c2ccccc2)cc1Br
→ -11	-2.2	4	-6	-3	3	0	-3	5	0
16. Cc1ccc(Oc2ccc(C(F)(F)F)cc2[N+](=O)[O-])c([N+](=O)[O-])n1
→ 0	-0.9	4	nt	0	-2	2	1	-3	4
17. COc1cc2ccccc2cc1C(=O)Nc1ccc(Cc2ccncc2)cc1
→ 1	0.2	3	-84	-7	3	-3	-33	1	1
18. OC(CNCC1CCCO1)Cn1c2ccc(Br)cc2c2cc(Br)ccc21 (configuration not stated)
→ 11	0.2	0	-6	9	8	-5	27	-29	-21
19. COc1cc(NC(=O)c2cccs2)cc(OC)c1
→ -11	0.1	-13	-3	2	2	0	-5	5	-4
20. Cc1ccccc1/C(=N\S(=O)(=O)c1ccc(Br)cc1)Nc1ccccc1
→ 1	-1.6	11	-52	0	3	5	-25	-8	-3
21. CC1CCCC(C)N1C(=O)Cn1nnc(-c2ccc([N+](=O)[O-])cc2)n1 (configuration not stated)
→ 17	0.2	0	3	-6	-3	-2	5	2	5
22. CCCOc1cccc(C2C(C(=O)c3ccc(C)o3)=C(O)C(=O)N2c2nc(C)c(C(C)=O)s2)c1 (configuration not stated)
→ -12	-1.3	-1	-17	1	36*	-1	-5	9	-6
23. CC(C)N1CCC(N2CCN(C3CCCCC3)CC2CCO)CC1 (configuration not stated)
→ -13	-0.1	-1	-8	2	-1	1	1	2	2
24. Cc1nc2cc(NC(=O)NCc3ccco3)ccc2o1
→ 20	-2.9	3	2	-2	0	-1	1	4	6
25. CCCCCCn1cc(CN2CC(N3CCN(C)CC3)CS2(=O)=O)nn1 (configuration not stated)
→ 2	2.3	-4	nt	-3	-1	0	1	4	1
26. O=C(CCc1nc2ccccc2c(=O)[nH]1)OCc1ccccc1F
→ 2	1.7	2	2	-2	-2	-1	2	-1	-4
27. S=C(NCC1CCCO1)N1CCN(c2ccccc2)CC1 (configuration not stated)
→ -3	0.9	3	-4	-2	-1	-2	4	-3	4
28. CN(Cc1ccccc1)C(=O)c1ccc(NC(=O)Cc2cccc(NC(=O)C3CCN(C(=O)C4CC4)CC3)c2)cc1
→ 7	-1.4	-7	-8	-3	-5	1	0	-2	3
29. O=[N+]([O-])c1cnccc1Nc1ccccc1
→ 6	0.1	-11	7	1	0	7	0	-3	3
30. C=CCOc1c2ccc(C(=O)NC3CCCc4ccccc43)cc2nn1C (configuration not stated)
→ 4	-0.2	8	-2	-3	-2	2	-2	1	5

# Arranged by the number under PG9 binder (lowest first): some entries from above.
nr	Structure	PG9 binder
28	CN(Cc1ccccc1)C(=O)c1ccc(NC(=O)Cc2cccc(NC(=O)C3CCN(C(=O)C4CC4)CC3)c2)cc1	-1.4
21	CC1CCCC(C)N1C(=O)Cn1nnc(-c2ccc([N+](=O)[O-])cc2)n1 (configuration not stated)	0.2
25	CCCCCCn1cc(CN2CC(N3CCN(C)CC3)CS2(=O)=O)nn1 (configuration not stated)	2.3

# More results.
# Results follow in this order: ASAP1 inh	PG9 binder	ARFGAP1 inhibitor	HTRA1 inh	Rev-erbA mod	rCAG binder	SMARCA2 activ	ABHD4 inh	NPR1 activator	NPR2 activator
31. CCCC(=O)NC(=S)Nc1nc(-c2ccc(OC)cc2)cs1
→ 0	2.5	5	-10	6	4	0	-13	1	-12
32. Cc1cccc(N2CCN(C3=NC(=O)/C(=C\c4cn[nH]c4-c4ccccc4)S3)CC2)c1
→ -5	-0.2	-1	-12	-3	3	-2	8	0	3
33. COC(=O)c1ccc(CNC(=O)c2ccc3c(c2)OCCO3)cc1
→ 4	-1.4	-3	-7	-2	-2	0	-6	2	2
34. Cc1cc(Cl)ccc1NC(=O)CCN1C(=O)NC(C)(C)C1=O
→ -1	1.1	12	5	1	2	4	-3	-3	1
35. CCOc1ccc(/C=N/Nc2ccccc2)cc1
→ 1	-2.4	3	5	-4	2	5	-6	0	7
36. CC1CN(C(=O)c2cccc(COc3ccccc3Cl)c2)CC(C)O1 (configuration not stated)
→ -15	0.9	-9	-1	1	-4	4	-5	0	6
37. O=C(NN1CCOCC1)c1cccc2ccccc12
→ 5	0.2	0	7	-2	-2	-8	13	1	4
38. Cn1c(C(=O)N2CCC(C(N)=O)CC2)cc2c(=O)n(C)c3ccccc3c21
→ 5	-1.0	3	5	2	3	1	3	-2	-3
39. O=C(OCC#CCSc1nnc(-c2cccc3ccccc23)o1)c1ccc(OC(F)(F)F)cc1
→ nt	nt	nt	nt	4	nt	nt	-1	-1	-3
40. O=C(CSc1nccc(-c2ccc(Br)cc2)n1)NCCc1ccccc1
→ -12	0.6	11	13	15	-1	0	-4	-38	-11
41. COc1ccccc1C(=O)NC(=S)Nc1ccc(NC(=O)c2cccs2)cc1
→ 21	-0.9	8	-12	-7	1	-2	-3	-4	-5
42. O=[N+]([O-])c1ccccc1/C=C/CN1CCCCC1
→ 9	-1.8	6	3	-3	2	-1	-3	-1	-2

# Entries above that have a halogen (10):
# Results follow in this order: ASAP1 inh	PG9 binder	ARFGAP1 inhibitor	HTRA1 inh	Rev-erbA mod	rCAG binder	SMARCA2 activ	ABHD4 inh	NPR1 activator	NPR2 activator
7. O=C(O)/C=C\C(=O)Nc1ccccc1C#Cc1ccc(Br)cc1
→ 13	-3.8	-10	-7	1	6	2	-3	3	-3
15. COc1ccc(C(=O)COC(=O)CCNS(=O)(=O)c2ccccc2)cc1Br
→ -11	-2.2	4	-6	-3	3	0	-3	5	0
16. Cc1ccc(Oc2ccc(C(F)(F)F)cc2[N+](=O)[O-])c([N+](=O)[O-])n1
→ 0	-0.9	4	nt	0	-2	2	1	-3	4
18. OC(CNCC1CCCO1)Cn1c2ccc(Br)cc2c2cc(Br)ccc21 (configuration not stated)
→ 11	0.2	0	-6	9	8	-5	27	-29	-21
20. Cc1ccccc1/C(=N\S(=O)(=O)c1ccc(Br)cc1)Nc1ccccc1
→ 1	-1.6	11	-52	0	3	5	-25	-8	-3
26. O=C(CCc1nc2ccccc2c(=O)[nH]1)OCc1ccccc1F
→ 2	1.7	2	2	-2	-2	-1	2	-1	-4
34. Cc1cc(Cl)ccc1NC(=O)CCN1C(=O)NC(C)(C)C1=O
→ -1	1.1	12	5	1	2	4	-3	-3	1
36. CC1CN(C(=O)c2cccc(COc3ccccc3Cl)c2)CC(C)O1 (configuration not stated)
→ -15	0.9	-9	-1	1	-4	4	-5	0	6
39. O=C(OCC#CCSc1nnc(-c2cccc3ccccc23)o1)c1ccc(OC(F)(F)F)cc1
→ nt	nt	nt	nt	4	nt	nt	-1	-1	-3
40. O=C(CSc1nccc(-c2ccc(Br)cc2)n1)NCCc1ccccc1
→ -12	0.6	11	13	15	-1	0	-4	-38	-11

# Screening data from PubChem BioAssay.

# The order is random; any-hit rate near 4.4%.
